TRPC6 inh: inhibitors of mouse TRPC6 channel; Q61143; HEK293-TRPC6, membrane potential dye, ACh-evoked depolarization; stronger effect = lower value; B-score at 10 µM; 310,000 compounds, 1.1% hits;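 active = B-score under library mean minus 3 SD, initial fluorescence not abnormally high, positive integrated signal ratio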;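 also: B-score derived from integrated fluorescence ratio over the kinetic read; more negative B-score means stronger inhibition of depolarization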
HIF act: HIF pathway transcriptional activation. U2OS HRE-luciferase reporter, luminescence; normalized: DMSO 0%, desferrioxamine 100%. activation, % at 7.5 µM (by protocol). 300,000 compounds, 0.32% hits;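 active = mean activation of at least 10% of the iron chelator positive control signal, with at least half of replicates also reaching 10%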
TRPC4 act: activators of mouse TRPC4 channel; HEK293 TRPC4beta/mu-opioid, Fluo4 calcium fluorescence; stronger effect = higher value; B-score at 10 µM; 310,000 compounds, 0.49% hits; AID 2237;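 active = B-score above 5 SD of library B-scores, and initial fluorescence ratio not above library mean plus 5 SD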;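 also: positive B-score marks a calcium rise read as TRPC4 activation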
Target sequence (Q9QUQ5 whole entry, looked up): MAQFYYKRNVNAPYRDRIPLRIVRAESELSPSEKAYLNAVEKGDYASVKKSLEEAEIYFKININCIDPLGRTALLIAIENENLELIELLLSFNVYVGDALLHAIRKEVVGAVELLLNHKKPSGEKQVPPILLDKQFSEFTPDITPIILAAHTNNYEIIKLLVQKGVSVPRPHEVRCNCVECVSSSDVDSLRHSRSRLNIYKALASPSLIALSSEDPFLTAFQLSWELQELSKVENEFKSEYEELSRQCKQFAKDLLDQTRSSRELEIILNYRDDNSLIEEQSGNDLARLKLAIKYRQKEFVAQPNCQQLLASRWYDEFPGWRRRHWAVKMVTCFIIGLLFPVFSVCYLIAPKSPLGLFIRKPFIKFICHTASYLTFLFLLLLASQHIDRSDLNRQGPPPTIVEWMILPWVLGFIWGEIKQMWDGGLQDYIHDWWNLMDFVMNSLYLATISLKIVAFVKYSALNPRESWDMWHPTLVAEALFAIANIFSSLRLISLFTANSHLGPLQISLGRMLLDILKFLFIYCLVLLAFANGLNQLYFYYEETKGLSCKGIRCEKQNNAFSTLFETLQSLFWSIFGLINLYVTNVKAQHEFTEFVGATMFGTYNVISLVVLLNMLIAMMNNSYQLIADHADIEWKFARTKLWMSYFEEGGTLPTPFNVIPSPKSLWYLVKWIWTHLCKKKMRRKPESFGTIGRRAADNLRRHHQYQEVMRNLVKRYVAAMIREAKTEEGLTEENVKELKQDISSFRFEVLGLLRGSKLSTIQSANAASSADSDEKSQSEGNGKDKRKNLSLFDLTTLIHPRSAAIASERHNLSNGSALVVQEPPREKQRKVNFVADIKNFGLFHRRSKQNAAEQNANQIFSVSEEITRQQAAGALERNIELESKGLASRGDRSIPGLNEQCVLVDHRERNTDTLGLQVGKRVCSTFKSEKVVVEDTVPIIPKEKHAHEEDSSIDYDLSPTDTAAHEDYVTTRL
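System – HEK293 cells stably co-expressing mouse TRPC4beta and mu-opioid receptor · Signal – Fluo4 calcium-sensitive dye fluorescence, kinetic, 1 Hz baseline · Benchmarks – buffer (low) and maximal DAMGO (high) · Read-out – B score of integrated fluorescence ratio per well · Incubation – dye loading 45 min room temperature, 110 s kinetic read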
PolyA inh: yeast polyadenylation inhibition. S. cerevisiae SKY197-pL101 polyadenylation reporter, beta-gal luminescence; efflux-impaired pdr1/pdr3 knockout yeast; score 100 = 6 SD above DMSO. calls only at 12 µM. 300,000 compounds, 0.02% hits. AID 1875;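 active = lowest replicate activity score at least 50, where 100 means six control SD above control mean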;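 also: yeast exposed to compound for 9 h at 30 °C; higher score means more reporter readthrough which indicates perturbed polyadenylation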
TRPC4 inh: blocks the mouse TRPC4 cation channel | Q9QUQ5 | HEK293 TRPC4beta/mu-opioid, DAMGO-evoked Fluo4 calcium flux; stronger effect = lower value | B-score at 10 µM | 300,000 compounds, 0.39% hits | AID 2247;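 active = B-score over 3 SD under the library average, no early fluorescence shift, positive overall ratio signal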
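System: stable TRPC4beta/mu-opioid receptor HEK293 cells; Dosing: single-point compound dosing; Measured by: Fluo4 Ca2+ flux fluorescence; Read-out basis: per-well B score of integrated baseline-normalized Fluo4 ratio.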
MrgX1 allo act: human MrgX1 positive allosteric modulation, primary screen. MrgX1-HEK293, Fluo-4 calcium flux, FDSS; stronger effect = higher value. 310,000 compounds, 0.63% hits. B-score at 10 µM. AID 588675. Q96LB2;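 active = plate-corrected calcium response at least 3 library SD above typical, normal starting fluorescence, not activating the receptor alone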;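 also: compound read alongside a low EC10 to EC30 dose of BAM8-22 agonist; peak minus trough fluorescence over baseline measured at the second addition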
TRPC6 activator: activators of mouse TRPC6 channel; Q61143; HEK293-TRPC6 membrane potential dye fluorescence; stronger effect = higher value; B-score at 10 µM; 310,000 compounds, 0.13% hits; AID 2550;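 active = B-score of the integrated fluorescence ratio above library mean plus 3 SD, and starting fluorescence ratio within library mean plus 5 SD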;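 also: higher score means more depolarization so channel activation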
MrgX1 agonist: agonists of human MrgX1 receptor | B-score at 10 µM | 310,000 compounds, 0.44% hits | MrgX1-HEK293 cells, Fluo-4 calcium fluorescence, agonist mode; stronger effect = higher value;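 active = calcium response B-score plate-corrected fluorescence ratio at least 3 library SD, with starting fluorescence B-score inside 5 SD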
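Material: MrgX1-expressing HEK293 cells / Dosing: compound as first of three additions / Incubation: overnight seeding, then 1 h dark dye loading / Signal: Fluo-4 NW calcium fluorescence / Evaluation: B-scored fluorescence response ratio / Benchmarks: positive and negative control wells on each plate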
MrgX1 antagonist: human MrgX1 receptor antagonism, primary screen; Q96LB2; MRGX1-HEK293 calcium flux, Fluo-4, BAM8-22 antagonism; stronger effect = lower value; B-score at 10 µM; 310,000 compounds, 1.3% hits;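 active = calcium-response B-score plate-corrected more than 3 library SD below zero, starting fluorescence within 5 deviations, no agonist response on first addition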;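 also: peak minus trough fluorescence over baseline after final BAM8-22 challenge near maximal dose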
AI-2 QS modul: Vibrio harveyi AI-2 quorum sensing modulation; Vibrio harveyi JMH597 AI-2 luminescence/OD600 ratio, 9 h; stronger effect = lower value; strain lacks LuxN and CqsS sensors; 0 = neutral-control median; activity change, % at 7.5 µM; 300,000 compounds, 0.4% hits; AID 2094; in the data active = activity change below about -75%, passing the limit was not always enough;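 also: luminescence divided by OD600 gain over 9 h not by final OD600 alone; inactives centre near 13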
TRPC4 PAM: TRPC4 (mouse) allosteric potentiation | HEK293 TRPC4beta/mu-opioid, DAMGO EC20, Fluo-4 Ca2+ flux; stronger effect = higher value | B-score at 10 µM | 310,000 compounds, 0.42% hits;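 active = B-score of calcium response area above 5 SD of library B-scores, with initial fluorescence ratio within 5 SD of library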;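 also: B-score of integrated fluorescence ratio over time as area under calcium response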
Starred values were filed as active, the others as inactive; i = inactive; nt = no result given. Some of the compounds tested; count on the stated rates, not on these rows.

SMILES	TRPC6 inh	HIF act	TRPC4 act	PolyA inh	TRPC4 inh	MrgX1 allo act	TRPC6 activator	MrgX1 agonist	MrgX1 antagonist	AI-2 QS modul	TRPC4 PAM
O=C(NC1=NCCS1)C12CC3CC(CC(C3)C1)C2	i	0.1	i	i	i	i	i	i	i	13	i
CCCC(=O)n1nc(-c2cccnc2)nc1N	i	-0.3	i	i	i	i	i	i	i	20	i
COc1cc(CN2CCN(Cc3ccc(C)cc3)C(CCO)C2)ccc1O (configuration not stated)	i	-1.1	i	i	i	i	i	i	i	0	i
Cc1nc(SCc2ccccc2C#N)n[nH]1	i	-4.1	i	i	i	i	i	i	i	28	i
NNc1ccc(Cl)c(C(=O)O)c1	i	-0.3	i	i	i	i	i	i	i	9	i
O=c1c2c(nc3nc(NCc4cccc(Cl)c4)[nH]n13)CCC2	i	-0.4	i	i	i	i	i	i	i	31	i
O=C(CSc1ccccc1C(=O)O)NC1CCCCCC1	i	0.3	i	i	i	i	i	i	i	31	i
O=C1CCCC(O)=C1N=Nc1ccc(C(=O)O)cc1	i	-0.3	i	i	i	i	i	i	i	21	i
CN(Cc1ccccc1)C(=O)CN(C1CCCCC1)S(C)(=O)=O	i	-0.7	i	i	i	i	i	i	i	-3	i
Cc1ccc2nc(NC(=S)NC(=O)c3cccs3)sc2c1	i	2.0	i	i	i	i	i	i	i	6	i
Cc1ccc(C)c(Oc2cc(F)nc(N)n2)c1	i	0.3	i	i	i	i	i	i	i	-22	i
Cc1cc(-c2ccccc2)n2nc(C)c(-c3ccccc3)c2n1	i	2.7	i	i	i	i	i	i	i	3	i
CN1CCN(C(=O)C2CC(c3c(F)cccc3Cl)=NO2)CC1 (configuration not stated)	i	0.1	i	i	i	i	i	i	i	15	i
C[N+](C)(C)CCN1C(=O)CSC1=O	i	0.2	i	i	i	i	i	i	i	30	i
COc1ccccc1C(=O)NCC(=O)NNc1ncnc(N)c1[N+](=O)[O-]	i	-0.4	i	i	i	i	i	i	i	10	i
COc1ccc(CCNS(=O)(=O)c2ccccc2)cc1OC	i	0.2	i	i	i	i	i	i	i	0	i
CCOC(=O)C(C)Sc1ccc2nnc(CCNS(=O)(=O)c3ccc(C)cc3)n2n1 (configuration not stated)	i	-0.2	i	i	i	i	i	i	i	11	i
N#C/C(=C\c1ccc(OCc2cccc(C(=O)O)c2)cc1)C(=O)NCc1ccco1	i	-0.8	i	i	i	i	i	i	i	11	i
COc1ccccc1NC(=O)Nc1nc(CC(=O)Nc2cccc(F)c2)cs1	i	0.1	i	i	i	i	i	i	i	-12	i
O=S(=O)(NC(=S)NC1CCCCC1)c1cccs1	i	-0.1	i	i	i	i	i	i	i	39	i
CN(C)C(=O)C[n+]1ccc(C(N)=O)cc1	i	0.3	i	i	i	i	i	i	i	17	i
O=C1CC(NC2CCN(C(=O)c3cccc(F)c3)CC2)C(=O)N1 (configuration not stated)	i	-0.4	i	i	i	i	i	i	i	7	i
CCOC(=O)Cc1csc(NC(=O)CSc2nnc(-c3ccncc3)n2Cc2ccco2)n1	i	-0.3	i	i	i	i	i	i	i	9	i
CCOc1ccc(C(=O)N(Cc2ccccc2)c2cccc(C)c2)cc1OC	i	-0.6	i	i	i	i	i	i	i	29	i
N#Cc1ccc(S(=O)(=O)NCC(=O)OCC(=O)N2CCCC2=O)cc1	i	0.4	i	i	i	i	i	i	i	32	i
(cont.)
SMILES	TRPC6 inh	HIF act	TRPC4 act	PolyA inh	TRPC4 inh	MrgX1 allo act	TRPC6 activator	MrgX1 agonist	MrgX1 antagonist	AI-2 QS modul	TRPC4 PAM
CCC(/C=N/Nc1ccc(S(=O)(=O)N2CCCC2)cc1[N+](=O)[O-])CC	i	-3.3	i	i	i	i	i	i	i	0	i
CC(=O)N1CCN(c2ccc(NC(=O)c3ccc4c(c3)OCCO4)cc2)CC1	i	-0.1	i	i	i	i	i	i	i	21	i
COc1ccc(C(=O)Oc2ccc(/C=N/NC(=O)Cc3ccc([N+](=O)[O-])cc3)cc2)cc1	i	0.2	i	i	i	i	i	i	i	13	i
Cc1ccc(S(=O)(=O)/N=C/N(C)C)cc1	i	0.2	i	i	i	i	i	i	i	26	i
O=Cc1cn(-c2ccccc2)nc1-c1cc2ccccc2oc1=O	i	-0.1	i	i	i	i	i	i	i	99	i
Cc1nc([N+](=O)[O-])c(Sc2nc3ccccc3n2C)n1Cc1ccccc1	i	0.4	i	i	i	i	i	i	i	8	i
COc1ccccc1NS(=O)(=O)c1cc2c3c(c1)CC(=O)N3CCC2	i	0.4	i	i	i	i	i	i	i	-1	i
O=C(N/N=C/c1ccc(OC(=O)c2ccc([N+](=O)[O-])cc2)cc1)c1cccnc1	i	-0.5	i	i	i	i	i	i	i	6	i
c1ccc(N2CCN(c3ncnc4c3oc3ccccc34)CC2)cc1	i	0.3	i	i	i	i	i	i	i	7	i
CN(Cc1ccno1)Cc1cn(Cc2ccccc2)nc1-c1ccc2c(c1)OCO2	i	0.0	i	i	i	i	i	i	i	16	i
Cc1onc(C(=O)NCc2cccs2)c1[N+](=O)[O-]	i	-0.5	i	i	i	i	i	i	i	13	i
Cn1cc([N+](=O)[O-])c(C(=O)NC2CCCCCC2)n1	i	-0.9	i	i	i	i	i	i	i	19	i
COc1ccc(CNC(=O)[C@H](Cc2c[nH]c3ccccc23)NC(=O)[C@@H]2Cc3ccccc3CN2)cc1	i	0.1	i	i	i	i	i	i	i	40	i
O=C(Cc1c(F)cccc1Cl)Nc1cccnc1	i	-0.3	i	i	i	i	i	i	i	20	i
Nc1c(-c2ccc(Cl)cc2)cnc2c(-c3ccc(F)cc3)cnn12	i	4.6	i	i	i	i	i	i	i	13	i
COc1ccc(-c2cc3n(n2)CCc2nc4ccccc4n2-3)cc1	i	1.0	i	i	i	i	i	i	i	2	i
O=C(c1cc2ccccc2oc1=O)N1CCN(C(=O)C2CCCO2)CC1 (configuration not stated)	i	-0.2	i	i	i	i	i	i	i	41	i
Cc1oc2ccc(O)cc2c1C(=O)c1ccc(Cl)cc1	i	0.7	i	i	i	i	i	i	i	15	i
Nc1nnc(SCC(=O)NCCNC(=O)CSc2nnc(N)s2)s1	i	0.5	i	i	i	i	i	i	i	nt	i
C[C@]12CCC(=O)C=C1[C@H](O)C[C@@H]1[C@@H]2[C@@H](O)C[C@@]2(C)[C@H]1CC[C@]2(O)C(=O)CO	i	0.1	i	i	i	i	i	i	i	24	i
COc1cc([N+](=O)[O-])cc([N+](=O)[O-])c1NC(=O)N1CCOCC1	i	-0.1	i	i	i	i	i	i	i	26	i
CN(C)c1ccc(C(=S)N2CCOCC2)cc1Br	i	-51	i	i	i	i	i	i	i	21	i
O=c1[nH]cccc1-c1nc2ccccc2n1Cc1ccc(F)cc1	i	0.5	i	i	i	i	i	i	i	8	i
COc1ccccc1S(=O)(=O)Cc1ccc(C(=O)NC2CCCCC2)o1	i	-0.6	i	i	i	i	i	i	i	5	i
O=C(CN1C(=O)COc2ccccc21)NCCCN1CCN(c2ccccc2F)CC1	i	-0.3	i	i	i	i	i	i	i	10	i
Additional results
SMILES	TRPC6 inh	HIF act	TRPC4 act	PolyA inh	TRPC4 inh	MrgX1 allo act	TRPC6 activator	MrgX1 agonist	MrgX1 antagonist	AI-2 QS modul	TRPC4 PAM
CC1CC(C)CN(CCCNC(=O)c2ccc3c(c2)NC(=O)C(N2CCCCC2)S3)C1 (configuration not stated)	i	-0.3	i	i	i	i	i	i	i	-1	i
CCCc1ccc(NC(=O)C2CCN(c3cnccn3)CC2)cc1	i	0.3	i	i	i	i	i	i	i	-55	i
CCn1c(SCC(=O)Nc2nc3ccccc3s2)nc2c(c1=O)SC(C)C2 (configuration not stated)	i	-0.1	i	i	i	i	i	i	i	38	i
CC1CCN(C(=O)COC(=O)c2ccc(=O)n(Cc3ccccc3)n2)CC1	i	-0.1	i	i	i	i	i	i	i	-4	i
CCCCOc1ccc(C(=O)N/N=C/c2cn[nH]c2-c2ccc(OC)c(OC)c2)cc1	i	-0.3	i	i	i	i	i	i	i	-1	i
CC(C)CC(=O)N(c1nnc(-c2cccnc2)s1)C1CCCC1	i	1.0	i	i	i	i	i	i	i	1	i
C/C(Cn1cnc([N+](=O)[O-])n1)=N\NC(=O)c1ccccc1F	i	3.0	i	i	i	i	i	i	i	1	i
OC[C@H](O)[C@H](O)[C@@H](O)[C@@H](O)[C@@H]1SC(c2ccccc2)=NN1c1ccccc1	i	0.4	i	i	i	i	i	i	i	27	i
COc1ccc(C)cc1NC(=O)CN1CCN(S(=O)(=O)c2ccc(Cl)cc2)CC1	i	0.1	i	i	i	i	i	i	i	65	i
Cc1cccc(NC(=O)c2ccc(S(=O)(=O)N3CCC(C)CC3)cc2)n1	i	0.0	i	i	i	i	i	i	i	16	i
O=Cc1cc(Cl)ccc1OCCN1CCC(Cc2ccccc2)CC1	i	-0.3	i	i	i	i	i	i	i	37	i
Cc1cc(C)n(-c2ccc(Cl)c(C(=O)NCc3ccccc3)n2)n1	i	0.1	i	i	i	i	i	i	i	9	i
C[C@H](NC(=O)N1CCn2c1nc1ccccc12)C(=O)NCC1CCCO1 (some centres not stated)	i	-0.5	i	i	i	i	i	i	i	5	i
CCC(=O)c1ccccc1OCCN1C(=O)NC(C)(C)C1=O	i	-0.4	i	i	i	i	i	i	i	33	i
O=C(CSc1nnc2ccc(-c3cccnc3)nn12)Nc1ccccc1	i	1.0	i	i	i	i	i	i	i	24	i
O=C(COc1cccc([N+](=O)[O-])c1)NN1C(=O)c2ccccc2C1=O	i	2.0	i	i	i	i	i	i	i	-1	i
Cc1cc(C(=O)CSc2nc3ccc(Cl)cc3[nH]2)c(C)n1Cc1ccco1	i	-0.3	i	i	i	i	i	i	i	16	i
CCCc1ccc(C(=O)NNc2ccccc2F)cc1	i	1.8	i	i	i	i	i	i	i	29	i
CC1CCN(S(=O)(=O)c2ccc(NC(=O)CSc3ncccc3C(=O)O)cc2)CC1	i	-0.2	i	i	i	i	i	i	i	26	i
FC(F)Oc1ccc(-c2csc(NNC3=NCCCCC3)n2)cc1	i	0.8	i	i	i	i	i	i	i	21	i

Bioassay records as filed in PubChem BioAssay.
